Compound activity (PubChem)
hIAP inh – human IAP inhibitors, primary screen, biochemical, luminescence, uHTS. Intestinal-type alkaline phosphatase (Homo sapiens), P09923. AID 2544, 2010. 0.12% of 330,000 active. purified IAP, CDP-Star luminescence, 30 min. inhibition, % at 10 µM;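 active = inhibition reaching a set limit with compound at 10 µM in the primary screen, cut at about 35% in these data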;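 also: plate controls were DMSO wells with enzyme for no effect and no-enzyme buffer wells for full effect; values of inactives mirror those of a sister screen read the other way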
NLRP3 yeast inh – NALP3 inflammasome inhibitors in reconstituted yeast, primary screen, luminescence, uHTS | Yeast reconstituted NLRP3/ASC/caspase-1, beta-gal luminescence, 24 h | inhibition, % at 10 µM | 0.39% of 330,000 active | AID 2825, 2010;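 active = inhibition of 50% or more; inactive = inhibition below 50%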;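 also: plate controls were induced DMSO wells for no effect and uninduced yeast grown without galactose for full effect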
mIAP activ – activators of mouse IAP, primary screen, biochemical, luminescence, uHTS | AID 2805, 2010 | 0.24% of 330,000 active | muIAP, CDP-Star luminescence, 30 min; active compounds read high; 1 = vehicle-only enzyme signal, 0 = enzyme-free wells | activation factor at 10 µM;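 active = activation factor of at least 2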; also: the source names both 10 and 20 µM as test concentration; values of inactives mirror those of a sister screen read the other way
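Assay system: mouse IAP enzyme; reagent: chemiluminescent substrate CDP-Star; dosing: test compounds delivered from DMSO solution; schedule: 30 min at room temperature; measured by: luminescence from enzymatic CDP-Star hydrolysis; controls: DMSO-only wells and no-enzyme negative control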
A3A deaminase – APOBEC3A ssDNA deaminase inhibitors, primary screen, selectivity assay for APOBEC3G inhibitor project, biochemical, FAM/TAMRA oligo cleavage fluorescence; 0.41% of 330,000 active; inhibition, % at 20 µM; AID 493011, 2011; DNA dC->dU-editing enzyme APOBEC-3A (Homo sapiens), P31941; recombinant A3A, FAM/TAMRA ssDNA deamination fluorescence;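 active = at least 40% inhibition at 20 µM here, with at most 30% in a related deaminase screen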;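 also: plate controls were A3A with DMSO for no effect and wells lacking A3A enzyme for full effect; some results filed as inactive read as strong as hits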
Target sequence (P31941 whole entry, looked up): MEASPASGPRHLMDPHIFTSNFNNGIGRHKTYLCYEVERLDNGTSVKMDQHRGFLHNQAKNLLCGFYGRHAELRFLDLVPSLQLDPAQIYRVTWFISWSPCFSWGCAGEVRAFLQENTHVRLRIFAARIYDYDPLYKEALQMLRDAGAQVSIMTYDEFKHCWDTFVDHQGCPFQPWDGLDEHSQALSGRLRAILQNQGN
beta cell repl – inducers of MIN6 beta-cell proliferation, primary screen, ATP luminescence, uHTS; 0.29% of 330,000 active; proliferation, % at 10 µM; MIN6 cells proliferation, ATPlite luminescence, 48 h; cells starved in 0.2% serum; 100% = growth in 10% serum;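 active = compounds whose signal lies at least 3.5 SD above the mean of all wells on their plate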;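 also: 0% = DMSO-treated cells in low-serum medium and 100% = 10% serum control; some compounds called inactive have numbers as strong as hits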
mIAP block – inhibitors of mouse IAP, primary screen, biochemical, luminescence, uHTS | intestinal alkaline phosphatase [Mus musculus] | purified mouse IAP, CDP-Star luminescence, 30 min | inhibition, % at 10 µM | 0.2% of 330,000 active | AID 2806, 2010;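 active = inhibition of at least 40% at 10 µM in the primary screen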;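 also: plate controls were DMSO with enzyme for no effect and no enzyme wells for full effect; values of inactives mirror those of a sister screen read the other way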
SENP1 FRET inh – human SENP1 catalytic domain inhibitors, primary screen, biochemical, FRET, uHTS; Sentrin-specific protease 1 (Homo sapiens), Q9P0U3; recombinant SENP1 catalytic domain, CyPet-SUMO1-YPet FRET cleavage; inhibition, % at 10 µM; 0.21% of 360,000 active;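 active = inhibition at least 30% at 10 µM, raw YFP signal under a set limit, fluorescence ratio 0.5 to 1.5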;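 also: 0% = enzyme with DMSO and 100% = no enzyme wells; some results filed as inactive read as strong as hits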
Target sequence (Q9P0U3 419-644 limits assumed): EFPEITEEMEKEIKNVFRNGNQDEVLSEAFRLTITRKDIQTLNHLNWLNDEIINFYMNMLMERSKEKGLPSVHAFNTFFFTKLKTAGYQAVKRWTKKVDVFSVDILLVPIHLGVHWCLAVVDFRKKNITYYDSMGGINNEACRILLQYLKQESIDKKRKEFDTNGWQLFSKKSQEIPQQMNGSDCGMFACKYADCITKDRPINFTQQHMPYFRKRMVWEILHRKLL
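Assay system: hSENP1 catalytic domain, recombinant. Amount: SENP1 enzyme, 20 pM final. Schedule: 50 min reaction, RT, dark. Technique: FRET, CFP and YFP emission. Control set: no-enzyme wells low, DMSO-plus-enzyme wells high control.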
A3G deaminase – APOBEC3G DNA deaminase inhibitors, primary screen, biochemical, fluorescence, single-stranded DNA substrate, uHTS; recombinant A3G, ssDNA deamination FAM/TAMRA fluorescence; inhibition, % at 20 µM; 0.28% of 330,000 active; AID 493012, 2011;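 active = inhibition of at least 40% at 20 µM, with no more than 30% in the related APOBEC3A deaminase screen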;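 also: plate controls were DMSO wells with A3G for no effect and wells lacking A3G enzyme for full effect; some compounds called inactive have numbers as strong as hits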
Target sequence (Q9HC16 whole entry, looked up): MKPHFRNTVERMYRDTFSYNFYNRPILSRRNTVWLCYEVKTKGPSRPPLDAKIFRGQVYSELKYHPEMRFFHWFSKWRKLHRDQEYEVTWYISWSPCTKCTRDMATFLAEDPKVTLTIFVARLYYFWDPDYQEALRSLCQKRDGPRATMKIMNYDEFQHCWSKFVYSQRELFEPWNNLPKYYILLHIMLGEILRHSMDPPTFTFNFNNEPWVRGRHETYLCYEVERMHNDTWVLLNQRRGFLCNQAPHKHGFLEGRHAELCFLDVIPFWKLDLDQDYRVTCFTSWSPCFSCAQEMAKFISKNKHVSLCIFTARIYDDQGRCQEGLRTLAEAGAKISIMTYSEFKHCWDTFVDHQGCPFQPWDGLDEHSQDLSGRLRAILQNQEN
hIAP activ – human IAP activators, primary screen, biochemical, luminescence, uHTS. activation factor at 10 µM. 0.16% of 330,000 active. purified human IAP, CDP-Star luminescence, 30 min; active compounds read high; 1 = vehicle-only enzyme, 0 = enzyme-free background;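 active = activation factor of the enzyme at least 2-fold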; also: the source names both 10 and 20 µM as test concentration; values of inactives mirror those of a sister screen read the other way
An asterisk follows results filed as active; . = not tested or not shown. A portion of the library; rates above refer to the full screens.

SMILES	hIAP inh	NLRP3 yeast inh	mIAP activ	A3A deaminase	beta cell repl	mIAP block	SENP1 FRET inh	A3G deaminase	hIAP activ
COc1ccc(-n2c(=O)[nH]cc(C(=O)Nc3ccc(NC(C)=O)cc3)c2=O)cc1	0	-3	1.1	-2	-4	-8	1	-8	1
C[C@H](NC(=O)c1ccccc1Cl)C(=O)OCC(=O)N1CCN(c2ccccc2)CC1	-9	-6	1.1	1	-2	-14	0	-3	1.1
CN(C)/C=N/c1c(C#N)nnn1Cc1ccccc1	1	9	1.1	0	-1	-12	0	0	0.99
Cc1ccc(Cn2cccc(NS(C)(=O)=O)c2=O)cc1	-16	21	1	6	-3	-3	-15	-5	1.2
Cc1ccccc1N(CC(=O)NC1CCCC1)C(=O)CS(=O)CC(=O)Nc1ccc2c(c1)OCO2 (configuration not stated)	13	5	0.98	1	3	2	3	1	0.87
CCCn1c(SCC(=O)N2CCN(c3ccc(OC)cc3)CC2)nc2c1c(=O)n(C)c(=O)n2C	-5	9	1	0	-1	-2	-1	-5	1.1
O=C(CCN1CCN(C(c2ccccc2)c2ccccc2)CC1)N/N=C/c1ccc(O)cc1O	-53	22	0.89	2	-5	11	1	-2	1.5
CC(=O)c1ccc(OC(=O)C2c3ccccc3Oc3ccccc32)cc1	-20	4	1	0	-1	-4	2	1	1.2
CCN(CC)c1ccc(NC(=O)CN2CCN(c3ccccn3)CC2)cc1	8	13	1	-5	-2	0	2	-5	0.92
CCCC(c1nnnn1Cc1ccc(OC)cc1)N1CCN(c2ccccc2OC)CC1 (configuration not stated)	-7	-7	1	-4	0	-4	2	-8	1.1
O=C(O)CCNC(=O)c1ccc(Br)o1	14	5	1	-2	-1	-4	1	-5	0.86
COc1cc(/C=N/n2c(C)nc3ccccc3c2=O)ccc1O	-1	-8	0.95	0	-2	5	2	-6	1
COc1ccc(CC(=O)N2CCCC(CNC(=O)c3ccccc3Cl)C2)cc1 (configuration not stated)	8	3	0.96	-4	1	4	-1	-5	0.92
CCN(Cc1ccncc1)C(=O)CCc1nnc(CCc2ccc(OC)cc2)o1	4	3	1	-5	-1	-1	2	-6	0.96
O=C(CNC(=O)c1ccco1)NCC(=O)OCc1ccc(F)cc1	-13	9	0.99	0	-3	1	1	-8	1.1
Cc1nn(C)c(Cl)c1C(N)=O	-14	3	1.1	0	-2	-13	-17	-1	1.1
CCN(CC(=O)NCc1ccccn1)S(=O)(=O)c1cc(Cl)ccc1Cl	14	17	0.92	-1	2	8	1	-8	0.86
COc1ccc2[nH]c(=O)c(CN(C)C(=O)c3ccncc3)cc2c1	11	7	1.1	-1	0	-6	2	-5	0.89
C#CCNC(=O)C1=C[C@@H](C2CCCCC2)C[C@@H](OCc2ccc(CO)cc2)O1	12	20	0.98	-3	1	2	-1	-10	0.88
COc1ccc(S(=O)(=O)Nc2ccc3c(c2)C(=O)N([C@H](C)CO)C[C@@H](C)[C@@H](CN(C)S(=O)(=O)c2ccc(Cl)cc2)O3)cc1	-2	13	0.96	-2	-4	4	2	-6	1
CC(C)CNC(=O)CC1Nc2ccccc2NC1=O (configuration not stated)	-14	-11	1.1	-7	-4	-5	-13	-7	1.1
COc1ccccc1NC(=O)c1csc(-n2nc(C)cc2C(F)(F)F)n1	-5	-2	0.95	1	-2	5	0	0	1.1
CCC(C(=O)O)n1nc(-c2ccccc2)c2cc(Cl)ccc21 (configuration not stated)	16	-11	0.97	-1	-3	3	1	-16	0.84
Cc1sc2ncn(CC(=O)N3CCN(c4ccccc4)CC3)c(=O)c2c1S(=O)(=O)N1CCOCC1	-3	10	1	-2	-2	-1	-1	-7	1
O=S(Cc1cc(Sc2ccccc2)nc(-c2ccccc2)n1)c1ccccc1 (configuration not stated)	15	25	1	-3	-4	0	3	-1	0.85
CC1SC(c2ccc(F)cc2)NC1=O (configuration not stated)	5	0	0.93	-1	1	7	1	-12	0.95
Cc1ccc(C)c(CN2C(=O)CSc3ccc(C(=O)N4CCCC4)cc32)c1	5	-1	0.98	-2	0	2	3	-11	0.95
CCn1c(SCc2nc(-c3ccc(OC)c(OC)c3)no2)nnc1-c1cccs1	-17	4	1.1	-2	0	-12	0	4	1.2
CCC1CCC2(CC1)NC(=O)N(CC(=O)Nc1cccc(S(=O)(=O)N(C)c3ccccc3)c1)C2=O (configuration not stated)	-14	12	0.99	-2	-7	1	-2	-9	1.1
Cc1nnsc1C(=O)Nc1cccc(Cl)c1Cl	14	-19	1	-7	-4	-1	2	-8	0.86
COc1ccccc1CN1C(=O)CCC1(C)C(=O)NCc1cccnc1 (configuration not stated)	2	0	0.92	-2	3	8	0	-4	0.97
CN1CCN(C(=O)c2c(O)c3cccc4c3n(c2=O)CC4)CC1	-6	-3	1	-6	1	-5	3	-1	1.1
CC(C)(C)N1CC2([N+](=O)[O-])CN(C(C)(C)C)CC([N+](=O)[O-])(C1)C2	-1	7	0.99	-6	3	0	2	-7	1
O=C(OCc1ccccc1Cl)C1CC(=O)N(Cc2ccco2)C1 (configuration not stated)	-2	13	1	3	-3	0	1	-3	1
O=C(COc1ccc(-n2cnnn2)cc1)NCCc1ccc(F)cc1	-15	23	1.1	-2	1	-7	0	-6	1.1
O=C(CCCCC(=O)Nc1ccccc1Cl)Nc1ccccc1Cl	-11	-8	1.1	-3	-2	-10	1	-7	1.1
Cc1csc(=O)n1CC(=O)OCC(=O)NNC(=O)c1ccccc1	2	1	0.88	-2	-2	12	4	-4	0.98
CC(C)c1ccccc1OCC(=O)N(C)CC(=O)Nc1ccc(F)cc1	4	23	0.97	-2	-4	3	1	-8	0.96
Cc1cccc(Cc2nnc(CCC(=O)N(CC3CC3)CC3CCCO3)o2)c1 (configuration not stated)	-2	-2	1	-4	-3	-4	-1	-5	1
Cc1cccc2c1N(C(=O)c1ccco1)C(C)(C)c1ssc(=S)c1-2	2	13	0.85	2	0	15	3	-1	0.98
Cc1cc(/C=C(\C#N)C(=O)NCc2ccco2)c(C)n1-c1cccnc1	-18	20	1	1	-3	0	-6	0	1.2
O=C(CN(c1ccccc1)S(=O)(=O)c1ccccc1)N1CCOCC1	-19	8	1.1	-7	-1	-11	0	-8	1.2
Cn1c(-c2ccccc2)cnc1SCC(=O)N1CCCc2ccccc21	-8	9	1	3	1	-4	2	-8	1.1
COc1ccc(CN(C)CC2CCCN(CCc3ccc(F)cc3)C2)cc1OC (configuration not stated)	-4	24	0.97	-4	-5	3	0	-10	1
Cc1[nH]c2ccccc2c1CCNC(=O)CCC(=O)c1ccccc1	6	4	0.99	5	-3	1	1	-4	0.94
Cc1nc2ccc3[nH]snc3c2n1	4	6	0.93	6	-3	7	1	2	0.96
O=C(OCC1CCCN2CCCCC12)c1ccc2c(c1)OCO2 (configuration not stated)	-5	19	0.88	5	1	12	2	12	1.1
O=C(CCn1nc(-c2ccccc2)ccc1=O)NCCCN1CCCCCC1	1	15	0.93	-2	-1	7	-5	-6	0.99
Cc1cccc(C(=O)NC(C(=O)Nc2nc(-c3ccccn3)cs2)C(C)C)c1 (configuration not stated)	-21	-12	1.2	-5	-5	-16	6	-6	1.2
CC(=O)c1ccc(NC(=S)N2CCCCCC2)cc1	9	6	1	-2	0	-4	3	-6	0.91
COc1ccc(-c2nc(-c3ccccc3)ncc2S(C)(=O)=O)cc1	0	3	0.99	0	-1	1	2	-3	1
COc1ccc(C(=O)N/C(=C\c2ccc3c(c2)OCO3)C(=O)Nc2cccc(C(=O)O)c2)cc1	-4	13	1	0	1	-2	-46	-7	1
Cc1nc(NC(=O)CN2CCOCC2)sc1C(=O)N(C)C	5	22	1.1	2	-3	-10	1	16	0.95
COC(=O)c1nc[nH]c1C(=O)OC	14	20	1	-1	1	-1	4	-3	0.86
CC1=CC2=NC(=O)/C(=C\c3cccn3CCOc3cccc(C)c3)C(=N)N2O1	-14	60*	0.89	-1	-3	11	-5	0	1.1
Cc1ccc2c(c1)C1CN(C)CCC1N2C(=S)Nc1ccc(OC(F)F)cc1 (configuration not stated)	0	17	1	-2	-1	-2	1	-14	1
CCCOc1ccc(/C(O)=C2/C(=O)C(=O)N(CCOC)C2c2cccnc2)cc1 (configuration not stated)	-27	11	0.99	-4	-4	1	.	-5	1.3
Cc1nc2ccc(C(=O)OCC(=O)N(C)c3ccccc3)cc2nc1C	-8	2	1.1	-2	1	-6	0	-8	1.1

Among those listed so far, seven contain fluorine.
SMILES	hIAP inh	NLRP3 yeast inh	mIAP activ	A3A deaminase	beta cell repl	mIAP block	SENP1 FRET inh	A3G deaminase	hIAP activ
O=C(CNC(=O)c1ccco1)NCC(=O)OCc1ccc(F)cc1	-13	9	0.99	0	-3	1	1	-8	1.1
COc1ccccc1NC(=O)c1csc(-n2nc(C)cc2C(F)(F)F)n1	-5	-2	0.95	1	-2	5	0	0	1.1
CC1SC(c2ccc(F)cc2)NC1=O (configuration not stated)	5	0	0.93	-1	1	7	1	-12	0.95
O=C(COc1ccc(-n2cnnn2)cc1)NCCc1ccc(F)cc1	-15	23	1.1	-2	1	-7	0	-6	1.1
CC(C)c1ccccc1OCC(=O)N(C)CC(=O)Nc1ccc(F)cc1	4	23	0.97	-2	-4	3	1	-8	0.96
COc1ccc(CN(C)CC2CCCN(CCc3ccc(F)cc3)C2)cc1OC (configuration not stated)	-4	24	0.97	-4	-5	3	0	-10	1
Cc1ccc2c(c1)C1CN(C)CCC1N2C(=S)Nc1ccc(OC(F)F)cc1 (configuration not stated)	0	17	1	-2	-1	-2	1	-14	1
